Screening results (PubChem)
KDM5B inhibitor – blocks human KDM5B histone demethylase activity; Q9UGL1; KDM5B demethylase, FDH-coupled NADH fluorescence (FDH is formaldehyde dehydrogenase); Potency, µM (doses to about 57.7 µM), for inactives: at the highest dose activity change, negative = inhibition, hits mostly inhibitors; hit rate 2.6% among 220,000; AID 1347165; active = well fitted inhibition curve with a large enough effect; inconclusive = small, poorly fitted or top-dose-only effect; inactive = no such curve, though single readings can be large or run the other way; note: 0% is about no effect; nearly all actives have a fitted effect of over 70% in size
Target sequence (Q9UGL1 whole entry, looked up): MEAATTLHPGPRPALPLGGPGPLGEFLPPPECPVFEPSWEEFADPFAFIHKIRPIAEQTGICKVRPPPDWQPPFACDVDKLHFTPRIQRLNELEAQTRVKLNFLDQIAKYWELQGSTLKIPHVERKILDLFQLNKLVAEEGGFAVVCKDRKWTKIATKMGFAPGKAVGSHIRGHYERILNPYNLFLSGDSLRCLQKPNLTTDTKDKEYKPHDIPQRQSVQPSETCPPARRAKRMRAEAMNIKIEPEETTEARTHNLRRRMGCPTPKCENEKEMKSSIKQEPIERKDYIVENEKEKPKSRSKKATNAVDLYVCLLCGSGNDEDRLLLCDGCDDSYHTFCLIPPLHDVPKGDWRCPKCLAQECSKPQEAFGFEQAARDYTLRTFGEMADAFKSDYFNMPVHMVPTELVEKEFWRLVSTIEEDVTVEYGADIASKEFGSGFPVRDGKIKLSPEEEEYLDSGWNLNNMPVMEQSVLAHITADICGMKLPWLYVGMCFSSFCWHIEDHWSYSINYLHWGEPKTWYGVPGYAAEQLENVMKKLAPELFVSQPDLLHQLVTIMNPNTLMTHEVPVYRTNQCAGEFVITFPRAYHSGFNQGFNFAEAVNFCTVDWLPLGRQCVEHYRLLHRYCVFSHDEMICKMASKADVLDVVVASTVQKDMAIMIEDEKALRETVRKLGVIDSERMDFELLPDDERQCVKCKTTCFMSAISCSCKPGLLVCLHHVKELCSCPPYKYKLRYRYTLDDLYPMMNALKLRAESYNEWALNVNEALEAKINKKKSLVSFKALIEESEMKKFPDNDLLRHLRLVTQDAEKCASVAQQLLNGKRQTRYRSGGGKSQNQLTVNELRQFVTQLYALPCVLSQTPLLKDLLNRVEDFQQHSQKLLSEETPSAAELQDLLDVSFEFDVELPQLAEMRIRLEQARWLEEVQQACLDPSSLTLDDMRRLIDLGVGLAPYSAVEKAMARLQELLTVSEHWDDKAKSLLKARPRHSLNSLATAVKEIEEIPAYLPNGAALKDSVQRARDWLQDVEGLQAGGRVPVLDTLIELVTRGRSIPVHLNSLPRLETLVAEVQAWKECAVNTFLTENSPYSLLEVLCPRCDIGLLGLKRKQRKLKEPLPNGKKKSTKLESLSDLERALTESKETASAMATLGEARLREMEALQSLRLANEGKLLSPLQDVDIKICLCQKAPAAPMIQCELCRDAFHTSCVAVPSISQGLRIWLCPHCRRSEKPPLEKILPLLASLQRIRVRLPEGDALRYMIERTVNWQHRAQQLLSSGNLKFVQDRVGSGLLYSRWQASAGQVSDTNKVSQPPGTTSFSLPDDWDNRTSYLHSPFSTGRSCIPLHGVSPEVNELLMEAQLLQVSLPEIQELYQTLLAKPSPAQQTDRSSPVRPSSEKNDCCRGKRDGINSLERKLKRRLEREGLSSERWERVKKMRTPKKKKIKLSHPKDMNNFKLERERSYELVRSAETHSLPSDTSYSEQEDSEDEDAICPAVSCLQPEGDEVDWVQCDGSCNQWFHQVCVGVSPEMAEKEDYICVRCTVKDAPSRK
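Inhibition is measured as reduced NADH fluorescence generation from FDH coupling to formaldehyde release. Truncated KDM5BΔAP at 200 nM final acts on H3K4me3 peptide (12.5 µM in substrate mix) in pH 7.5 HEPES buffer with Tween-20, 30 min, room temperature.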
* hit, by the source's call; [ ] = dose if it differs, or a comment. Potency is the fitted concentration of half-maximal effect. An excerpt; the hit share may differ from the screen's.

`O=C(CCc1ncc(-c2ccc(Cl)cc2)o1)Nc1ccc2ccccc2c1` gave KDM5B inhibitor 13%.
For Cc1ccc(-c2ccc3nnc(CNC(=O)C4(c5ccccc5)CC4)n3n2)cc1 the results were KDM5B inhibitor 28µM*.
Cc1ccc(NC(=O)CCc2ccc(C)s2)c(C)c1 was read as KDM5B inhibitor 24%.
For COc1ccc(CNC(=O)c2cnc3sc(N4CCCCCC4)nn3c2=O)cc1 the results were KDM5B inhibitor inconclusive.
COc1cc(OC)c(/C=C(\C#N)C(=O)O)cc1Br was read as KDM5B inhibitor -19%.
Screening COc1ccc(-c2nnc(SCC(=O)Nc3ccccc3)[nH]c2=O)cc1 returned KDM5B inhibitor -22%.
Screening CC(C)N1C(=O)CO[C@H](c2ccc(NC(=O)c3ccccc3)cc2)[C@H]1CO returned KDM5B inhibitor -4%[86.2 µM].
For O=C(c1cccnc1)N1CCC2(CC1)C(=NC1CCCCC1)NC(=O)N2c1cccnc1 the results were KDM5B inhibitor -8%.
O=C1CN(C(=O)CCc2ncc(-c3ccccc3)o2)CCN1 was read as KDM5B inhibitor 24%.
`Cc1cccc(NC(=O)CSc2nc3ccc(NC(=O)COc4ccccc4C)cc3s2)c1` gave KDM5B inhibitor -4%.
O=C(c1ccco1)N(Cc1cccs1)C1CC1 was read as KDM5B inhibitor 8%.
Screening COc1ccc(NC(=O)c2ccc3c(c2)OCCN(Cc2ncccn2)C3)cc1F returned KDM5B inhibitor 0%[86.2 µM].
`CCCn1c(N)c(N2CCOCC2)c(=O)n(CC(=O)NCc2ccc(C)cc2)c1=O` gave KDM5B inhibitor 15%.
CCC(C)NC(=O)Cc1csc(NC(=O)Nc2ccccc2OC)n1 (stereo unspecified) was read as KDM5B inhibitor 4%.
Screening CCOc1cccc(CNC(=O)c2ccc(N3CCCC3)c(NC(=O)NCc3ccc(F)cc3)c2)c1 returned KDM5B inhibitor inconclusive.
CC(=O)c1ccc(NC(=O)[C@@]2(CC(=O)O)CC(c3ccc(F)cc3)=NO2)cc1 was read as KDM5B inhibitor -27%.
Screening O=C1c2[nH]nc(-c3ccc(Br)cc3)c2C(c2cccc(O)c2)N1c1ccc(Cl)cc1 (stereo unspecified) returned KDM5B inhibitor inconclusive.
Screening Cc1cc(-c2cnc3n[nH]c(-c4ccc5c(c4)OCO5)c3n2)ccn1 returned KDM5B inhibitor -12%[86.2 µM].
Cc1cccc(CNC(=O)Cc2ccc(N(Cc3ccc(F)cc3)C(=O)c3ccco3)cc2)c1 was read as KDM5B inhibitor inconclusive.
Screening COCCc1noc(-c2ccccc2OC2CN(C(=O)c3ccccc3OC)C2)n1 returned KDM5B inhibitor inconclusive.
`CCC(c1nnnn1Cc1ccc(OC)cc1)N1CCN(C(=O)c2ccco2)CC1` (stereo unspecified) gave KDM5B inhibitor -4%.
For COc1ccccc1NC(=O)Cc1c[nH]c2ccccc12 the results were KDM5B inhibitor -2%.
For Cc1cc(=O)n(CC(=O)Nc2ccc(Cl)cc2F)c(N(C)Cc2ccccc2)n1 the results were KDM5B inhibitor -20%.
Screening Cc1c(Cc2ccccc2)c(=O)oc2cc(OCc3ccc(C(C)(C)C)cc3)ccc12 returned KDM5B inhibitor 9%.
`O=C(O)c1ccc(-n2c(/C=C/c3cccc(O)c3)nc3ccccc3c2=O)cc1` gave KDM5B inhibitor -3%.
Cc1ccc2c(c1)NC(SCC(=O)Nc1cccc(Br)c1)=NS2(=O)=O was read as KDM5B inhibitor -20%.
Screening COc1ccc(Cn2c(=O)c3oc4ccccc4c3n(CC(=O)Nc3c(C)cccc3C)c2=O)cc1 returned KDM5B inhibitor -6%.
Screening CC1Oc2ccc(NC(=O)C3CCCC3)cc2CN(Cc2ccccc2F)C1=O (stereo unspecified) returned KDM5B inhibitor 19%.
COc1cccc(CC(=O)N2CCOCCNC(=O)[C@@H]3CCC[C@@H]32)c1 was read as KDM5B inhibitor 28%.
CCCCS(=O)(=O)N1CCCC(c2[nH]ccc2C(=O)NC)C1 (stereo unspecified) was read as KDM5B inhibitor -9%.
Screening CC(C)(C)C(=O)/C=c1/[nH]c(=O)/c(=C/c2ccc(C(F)(F)F)cc2)s1 returned KDM5B inhibitor -7%.
Screening CSc1ccc(/C=C/C(=O)c2ccc3c(c2)NC(=O)CO3)cc1 returned KDM5B inhibitor 5%.
Screening COCCNc1oc(/C=C/c2ccc(F)cc2)nc1C#N returned KDM5B inhibitor inactive.
`N#Cc1ccc(SCc2ccccc2)cc1SCc1ccccc1` gave KDM5B inhibitor -14%.
For Cc1ccccc1-n1nc(-c2c(C)nc3c(OCC(=O)OC(C)(C)C)cccn3c2=O)cc1C the results were KDM5B inhibitor 20µM*.
`CC1(c2ccc3ccccc3c2)NC(=O)N(CC(=O)Nc2ncccc2O)C1=O` (stereo unspecified) gave KDM5B inhibitor inconclusive.
`COc1cccc(S(=O)(=O)N2CCCN(C(=O)C3CC3)c3ccccc32)c1` gave KDM5B inhibitor -14%.
`CCc1noc([C@@H]2CC(F)(F)CN2C(=O)COc2ccc(F)cc2)n1` gave KDM5B inhibitor 23%.
For CCC(Oc1ccccc1-c1nnc(-c2ccccc2)o1)C(=O)Nc1ccc(C(C)=O)cc1 (stereo unspecified) the results were KDM5B inhibitor -22%.
Screening CS(=O)(=O)c1ccc2nc(NC(=O)Cc3ccc(Br)cc3)sc2c1 returned KDM5B inhibitor 1%.
CCCOc1cccc(-c2cc(C(=O)NC(C)C)c3ccccc3n2)c1 was read as KDM5B inhibitor 14%.
For COCc1cc(C[C@H]2CNCC[C@H]2CC(=O)N2CCN(c3ccccc3OC)CC2)no1 the results were KDM5B inhibitor 81%[activator].
Screening CCCn1nc(C(=O)Nc2nc(C)c(C(C)=O)s2)c2ccccc2c1=O returned KDM5B inhibitor 12%.
O=C1CC2(CCN(Cc3ccncc3)CC2)Oc2ccccc2N1c1ccccc1 was read as KDM5B inhibitor -39%.
Screening Cn1nccc1C(=O)N[C@@H]1CN(c2ncccn2)C[C@H]1CO returned KDM5B inhibitor inconclusive.
CC1(C(=O)NCc2ccc3c(c2)OCO3)CCc2cnc(NCc3ccccc3)nc21 (stereo unspecified) was read as KDM5B inhibitor 25µM*.
For Cc1nn(C(=O)c2ccc(Cl)cc2)c(C)c1S(=O)(=O)N1CCCCCC1 the results were KDM5B inhibitor -5%.
`COc1cccc(/C=C/c2ccc3cccc(O)c3n2)c1OC` gave KDM5B inhibitor inconclusive.
`CCn1nc(C(=O)N2CC(C(=O)N(C)C)Oc3ccccc32)c2ccccc2c1=O` (stereo unspecified) gave KDM5B inhibitor 15%.
N#Cc1ccc(C2Nc3ccccc3C(=O)N2c2ccc(Cl)cc2)cc1 (stereo unspecified) was read as KDM5B inhibitor -27%.
CC(C)c1nccn1Cc1cc(C(=O)NCc2cc(C(C)(C)C)n[nH]2)n[nH]1 was read as KDM5B inhibitor -5%.
CCN(CC)S(=O)(=O)c1ccc(C(=O)NC2CC(=O)N(c3ccc4c(c3)OCCO4)C2)cc1 (stereo unspecified) was read as KDM5B inhibitor -5%.
For C[S+](=O)([O-])CCn1ncc2cc(OCC3CCN(C(=O)OC4CCCC4)CC3)ccc21 the results were KDM5B inhibitor -9%.
For COc1ccc(N2CC3CCC(C2)N3C(=O)NC(C)C)cc1 the results were KDM5B inhibitor -5%[149 µM].
Screening CCc1ccc(NC(=O)Cn2nnc(C(=O)NCc3ccc(C)cc3)c2N)cc1 returned KDM5B inhibitor 9%.
Screening COc1ccc(CNC(=O)N2CCn3nnc(CCC(=O)N4CCOCC4)c3C2)cc1 returned KDM5B inhibitor 3%.
COc1ccc(C(=O)N2CCC3(CC2)CC(Cc2nc(-c4cnccn4)no2)CCO3)c(OC)n1 (stereo unspecified) was read as KDM5B inhibitor -1%.
`COc1ccc(Nc2nc(-c3c(C)noc3C)cc3cc(CO)oc23)cc1OC` gave KDM5B inhibitor inconclusive.
`COCCN1C(=O)c2ccccc2C(C(=O)Nc2cc(C)ccc2OC)C12CCCCC2` (stereo unspecified) gave KDM5B inhibitor 20%.
O=C1NCc2ccccc2CC12CCCN(Cc1cccc(OC(F)(F)F)c1)C2 (stereo unspecified) was read as KDM5B inhibitor 12%[115 µM].
`O=C(COC(=O)c1ccc(OCC2CCCO2)cc1)c1ccc2c(c1)OCO2` (stereo unspecified) gave KDM5B inhibitor 11%.
For Cc1ccc(NC(=O)CCc2ncc(-c3ccccc3F)o2)c(C)c1 the results were KDM5B inhibitor 1%.
Screening CC(NC(=O)CSc1nnc(COc2ccc(Cl)cc2)n1C)c1cccc2ccccc12 (stereo unspecified) returned KDM5B inhibitor -1%.
For CCCNC(=O)c1ccc(CSC)o1 the results were KDM5B inhibitor 21%.
`Cc1cc2oc(=O)cc(CSc3nncs3)c2cc1C` gave KDM5B inhibitor -2%.
`CN1CCC(N2CCC(CN(Cc3ccncc3)C(=O)c3cnc[nH]3)CC2)CC1` gave KDM5B inhibitor 2%.
`C=CCC(NC(C)=O)C(=O)O` (stereo unspecified) gave KDM5B inhibitor 10%.
`O=C(NC[C@H]1O[C@@H](CO)[C@@H](O)[C@H]1N1CCOCC1)c1ccc(F)c(Cl)c1` gave KDM5B inhibitor -23%[86.2 µM].
Screening CC(=O)NC(NC(=S)Nc1ccc(C)cc1C)C(Cl)(Cl)Cl (stereo unspecified) returned KDM5B inhibitor 9%.
`COc1ccc(CNc2nc(NCc3ccc(OC)cc3)n(S(=O)(=O)c3ccc(C)cc3)n2)cc1` gave KDM5B inhibitor -3%.
For O=C(Nc1ccccc1C(=O)Nc1ccc(Cl)cc1)c1cccnc1 the results were KDM5B inhibitor 6%.
`O=C(OCc1ccc(F)cc1)c1cccc(S(=O)(=O)N2CCCCC2)c1` gave KDM5B inhibitor 4%.
CCOC(=O)C1=C(C)N(C)C(=O)NC1c1ccc(Br)s1 (stereo unspecified) was read as KDM5B inhibitor 9%.
For CCOc1ccc(CNC(=O)Cn2nc(N3CCN(c4ccccc4)CC3)ccc2=O)cc1 the results were KDM5B inhibitor 101%[activator].
CC(C)C(NC(=O)COc1cc(Cl)ccc1Cl)c1nc2ccccc2[nH]1 (stereo unspecified) was read as KDM5B inhibitor 7%.

The final 2 records of the section before open the next one:
For CCOc1ccc(CNC(=O)Cn2nc(N3CCN(c4ccccc4)CC3)ccc2=O)cc1 the results were KDM5B inhibitor 101%[activator].
CC(C)C(NC(=O)COc1cc(Cl)ccc1Cl)c1nc2ccccc2[nH]1 (stereo unspecified) was read as KDM5B inhibitor 7%.
For CC(C)(C)c1cc(/C=N/O)cc(C(C)(C)C)c1O the results were KDM5B inhibitor -9%.
`Cn1cnc(S(=O)(=O)N2CC[C@H]3C(=O)NCCCCCCN(Cc4ccncc4)[C@@H]3C2)c1` gave KDM5B inhibitor inconclusive.
`CCC1(C(=O)NCc2cccc(C(F)(F)F)c2)CCCCC(=O)N1` (stereo unspecified) gave KDM5B inhibitor 14%.
For CCc1cc2c(=O)c(-c3nc(C)cs3)coc2cc1O the results were KDM5B inhibitor 33%.
For O=C(c1cccc(OC(F)F)c1)N1CCC(NS(=O)(=O)c2cccs2)CC1 the results were KDM5B inhibitor 9%.
Cc1cccn2cc(C(=O)N3CCC4(CCCN(CC5CCC5)C4=O)C3)nc12 (stereo unspecified) was read as KDM5B inhibitor 6%.
Screening Cn1nc2n(c1=O)CCN(C(=O)c1ccc(F)cc1F)CC2 returned KDM5B inhibitor -36%.
`Cc1ccc2c(CC(=O)N(Cc3cccc(Cl)c3)C3CCS(=O)(=O)C3)coc2c1` (stereo unspecified) gave KDM5B inhibitor -8%.
O=c1c2sc3ccccc3c2n(Cc2ccc(F)cc2Cl)c(=O)n1Cc1ccccc1 was read as KDM5B inhibitor -26%.
Cc1nc(C)c(C(=O)N2CCCC(C(=O)NCc3ccccc3)CCNC(=O)CC2)s1 (stereo unspecified) was read as KDM5B inhibitor 12%.
For CCOC(=O)C1=CN(CC(=O)N(C)c2cccc(C)c2)S(=O)(=O)N=C1C the results were KDM5B inhibitor 22%.
Screening O=S(=O)(Nc1nc2ccccc2nc1Nc1cccc(Br)c1)c1cccs1 returned KDM5B inhibitor -6%.
Screening Cc1ccc(-n2c(C3CCN(C(=O)Cc4cccc(C)c4)CC3)n[nH]c2=O)cc1 returned KDM5B inhibitor 27%.
`COc1ccc(S(=O)(=O)N(CC(=O)N(C)Cc2ccccc2)c2ccc(Cl)cc2)cc1` gave KDM5B inhibitor -11%.
For COc1cccc(C(O)CNC(=O)C2CCN(C(=O)C3CCC3)CC2)c1 (stereo unspecified) the results were KDM5B inhibitor 38%[activator].

Pulled by compound from the entries so far (three):
For CCOC(=O)C1=CN(CC(=O)N(C)c2cccc(C)c2)S(=O)(=O)N=C1C the results were KDM5B inhibitor 22%.
`CCC1(C(=O)NCc2cccc(C(F)(F)F)c2)CCCCC(=O)N1` (stereo unspecified) gave KDM5B inhibitor 14%.
For O=C(c1cccc(OC(F)F)c1)N1CCC(NS(=O)(=O)c2cccs2)CC1 the results were KDM5B inhibitor 9%.

Among those listed so far, four contain a COOH group:
COc1cc(OC)c(/C=C(\C#N)C(=O)O)cc1Br was read as KDM5B inhibitor -19%.
CC(=O)c1ccc(NC(=O)[C@@]2(CC(=O)O)CC(c3ccc(F)cc3)=NO2)cc1 was read as KDM5B inhibitor -27%.
`O=C(O)c1ccc(-n2c(/C=C/c3cccc(O)c3)nc3ccccc3c2=O)cc1` gave KDM5B inhibitor -3%.
`C=CCC(NC(C)=O)C(=O)O` (stereo unspecified) gave KDM5B inhibitor 10%.

(list continues)
CNc1snc(C)c1C(=O)NCCc1ccccc1 was read as KDM5B inhibitor -7%.
CC(C)c1cccc(C(C)C)c1NC(=O)c1cccs1 was read as KDM5B inhibitor 15%.
`O=C(c1ccccc1F)N1CCN(C(=O)c2c[nH]c3ccccc23)CC1` gave KDM5B inhibitor 10%.
Screening COC(=O)C(NC=O)C(O)(C#Cc1ccccc1)C(F)(F)F (stereo unspecified) returned KDM5B inhibitor -16%.
O=C(NC1CCN(c2cc(-c3cccs3)[nH]n2)C1)c1cc2ccccc2[nH]1 (stereo unspecified) was read as KDM5B inhibitor inconclusive.
